Screening results deposited in PubChem BioAssay by National Center for Advancing Translational Sciences (NCATS).
DRD3 agonist = qHTS of D3 Dopamine Receptor Agonist: qHTS | D(3) dopamine receptor (Homo sapiens), P35462 | D3R DiscoveRx beta-arrestin cells, luminescence, 90 min | max activation, % | hit rate 0.58% among 410,000 | AID 652048, 2013; in the data active = max activation above about 30%; also: 0% is about no effect; mostly tested at two doses, the higher about 12 µM
Target sequence (P35462 whole entry, looked up): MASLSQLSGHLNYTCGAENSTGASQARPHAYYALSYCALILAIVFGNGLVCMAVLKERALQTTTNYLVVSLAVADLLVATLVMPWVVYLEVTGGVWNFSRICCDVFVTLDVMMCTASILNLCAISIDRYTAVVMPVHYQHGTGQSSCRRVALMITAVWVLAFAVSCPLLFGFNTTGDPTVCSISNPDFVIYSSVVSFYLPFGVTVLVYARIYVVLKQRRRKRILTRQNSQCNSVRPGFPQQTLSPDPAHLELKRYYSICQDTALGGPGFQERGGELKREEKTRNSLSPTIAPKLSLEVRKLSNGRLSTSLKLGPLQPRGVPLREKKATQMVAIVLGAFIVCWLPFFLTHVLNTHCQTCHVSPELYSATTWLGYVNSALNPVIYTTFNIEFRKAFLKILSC
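Agonist-mode cell screen: cells plated at 1500/well and incubated overnight at 37 °C, then exposed to library compounds for 90 min at 37 °C. Detection reagent was added for 30–60 min at room temperature, and luminescence was read.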
GLP1R cytotox = qHTS of GLP-1 Receptor Inverse Agonists: Cytotox Screen; HEK293 cAMP-luciferase reporter cells, luminescence, 24 h; Potency, µM (doses to about 38.3 µM), for inactives: at the highest dose activity change, negative = inhibition, hits mostly inhibitors; hit rate 0.13% among 410,000; AID 624418, 2012; active = well fitted inhibition curve with a large enough effect; inconclusive = small, poorly fitted or top-dose-only effect, or another doubt; inactive = no such curve, though single readings can be large or run the other way;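 also: loss of luciferase light is scored as toxicity; potency is read from the fitted curve at half-maximal effect; % is scaled to controls: 0 for no effect and ±100 for the full control effect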
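Quantitative HTS format, 1536 wells, 200 cells/uL seeded. Compounds: 23 nL, 24 h, 37 °C. Detection: luciferase reagent, luminescence at 12 min RT; decreased signal taken as cytotoxic.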
Numbers without * were called inactive; ? = inconclusive; [ ] = dose if it differs, or a comment. Some of the compounds tested, so the mix of outcomes need not match the whole.

SMILES	DRD3 agonist	GLP1R cytotox
COc1ccc(-c2nc3sc(CCNC(=O)C(=O)Nc4ccc(OC)c(OC)c4)c(C)n3n2)cc1	2	-3%
COc1ccc(OC)c(S(=O)(=O)N2Cc3ccccc3CC2C(=O)Nc2ccc(C)cc2C)c1 (configuration not stated)	4	0%
CCOc1ccc(CN2C(=O)c3ccccc3Sc3ccc(C(=O)O)cc32)cc1	3	-27%
CCc1ccccc1NC(=O)N1CC(CC)Oc2ccc(Cl)cc21 (configuration not stated)	8	-1%
CCCCOC(=O)c1cccc(NC(=O)/C=C/c2ccccc2Cl)c1	5	-17%
Cc1ccccc1CSc1nc2cccnc2n1Cc1ccc(C(=O)NCCc2cccs2)cc1	-16	-3%
Cc1ccc(S(=O)(=O)C(CNS(=O)(=O)c2ccc(F)c(C(F)(F)F)c2)c2ccco2)cc1 (configuration not stated)	-5	1%
CC(CCc1ccccc1)NC(=O)Cn1c(=O)nc(-c2ccccc2F)c2cc(Cl)ccc21 (configuration not stated)	-2	0%
Cc1ccccc1-n1nc(CO)c(C(=O)NCc2cccnc2)n1	2	-7%
Cc1cc(C)c(NC(=O)c2sc3nc(C)cc(C)c3c2NC(=O)c2ccccc2)c(C)c1	-17	-1%
Cc1cc(Br)cc(C)c1OCC(=O)Nc1ccc(S(=O)(=O)Nc2ncccn2)cc1	8	0%
COc1ccc(S(=O)(=O)NCC(c2ccco2)S(=O)(=O)c2cccs2)cc1F (configuration not stated)	1	0%
COc1ccc(N2CCN(C(=O)CSCc3nc(-c4ccccc4Cl)oc3C)CC2)cc1	14	-7%
Cc1ccc(C)c(NC(=O)c2cc(S(=O)(=O)N3CCN(c4cccc(Cl)c4)CC3)ccc2F)c1	-1	7%
O=c1oc2ccc3ccccc3c2cc1-c1nnc(Nc2ccccc2F)s1	-7	1%
Cc1ccc(NC(=O)CSc2nc(-c3cccs3)nc3cc(=O)[nH]n23)cc1C	2	-12%
COc1ccc(CCC(=O)NC2CC(=O)N(c3ccc(OC)cc3)C2)cc1 (configuration not stated)	1	0%
Cc1cccc(C)c1NC(=O)c1sc(-n2nc(C)c(Cc3ccccc3)c2C)nc1C	-22	-1%
O=C(NCCCN1CCCCCC1)c1ccc2c(c1)sc1nc(-c3ccccc3)cn12	4	?
Cc1csc2nc(COC(=O)c3ccccc3NC(=O)c3ccc(F)cc3)cc(=O)n12	6	-4%
COCCCNC(=O)c1ccc(-n2c(-c3ccccc3)cc3c2CCC(C)C3)cc1 (configuration not stated)	-12	-22%
Cc1ccc2nc(-c3ccc(NC(=O)COc4ccccc4)cc3)sc2c1	7	-1%
Cc1ccc2c(CN3CCN(C(=O)c4ccc(Br)cc4)CC3)cc(=O)oc2c1	-24	-14%
CC(=O)c1ccc(N2CCN(c3ncnc4c3c(-c3ccccc3)cn4-c3cccc(C)c3)CC2)cc1	-1	26%
Cc1cc(C)cc(-n2nnc(-c3nc(-c4ccc5c(c4)OCO5)no3)c2C)c1	9	3%
Continued:
SMILES	DRD3 agonist	GLP1R cytotox
CCCc1cc(=O)oc2c3c(ccc12)OCN(Cc1ccc(OC)cc1)C3	-13	51%[activator]
Cc1cccc(CNC(=O)C2CCN(c3nnc(-n4c(C)ccc4C)s3)CC2)c1	-3	1%
CCOc1ccccc1C(=O)Nc1cc(-c2nc3cccnc3s2)ccc1C	-3	9%
CC(=O)N1CCN(c2nc3c(F)cc(F)cc3s2)CC1	-4	7%
COc1ccccc1NC(=O)N1CC=C(c2c[nH]c3ccccc23)CC1	-16	1%
Cc1cccc(-c2nc3scc(CCNS(=O)(=O)c4ccc(F)cc4C)n3n2)c1	-14	-9%
COc1ccc(OC)c(S(=O)(=O)NCc2ccc3c(c2)CCN3C(=O)c2cccc(C)c2)c1	3	-19%
O=c1cc(N2CCN(c3ccc(F)cc3)CC2)[nH]c(=O)n1-c1cccc(Br)c1	1	-11%
Cc1ccc(Cl)cc1-n1c(=O)cc(N2CCN(c3ccccc3)CC2)[nH]c1=O	3	-7%
CCOC(=O)CNC(=O)N1CCc2cc(S(=O)(=O)N3CCC(C)CC3)ccc21	0	10%
COc1ccccc1C(=O)Nc1ccc(C(=O)OCc2cc(=O)n3nc(C)sc3n2)cc1	13	4%
CC(=O)N1CCc2cc(CNC(=O)c3ccccc3Br)ccc21	-4	-1%
Cc1ccc(N2CC(NC(=O)c3ccc4c(c3)OCO4)CC2=O)cc1 (configuration not stated)	-1	-2%
COc1ccc(OC(=O)c2cc(-c3ccc4c(c3)OCCO4)on2)cc1	15	-5%
COc1ccc(Cl)cc1NC(=O)c1cc(S(=O)(=O)NC2CCCCCC2)ccc1F	-18	0%
CCc1nn2c(=O)cc(COC(=O)c3cccc(NC(=O)COc4ccccc4F)c3)nc2s1	5	0%
Cc1ccc(NC(=O)Cn2c(-c3nonc3N)nc3ccccc32)cc1Cl	2	6%
Cc1ccccc1OCC(=O)Nc1ccc2nc(SCC(=O)N3CCCC3)sc2c1	1	-10%
Cc1ccc(NC(=O)N2CCc3cc(S(=O)(=O)N4CCC(C)CC4)ccc32)cc1C	-9	1%
COc1cccc(CNC(=O)CSc2c3c(nc4ccc(Cl)cc24)CCCC3)c1OC	-4	-1%
O=C(CCCn1c(=O)c2cccn2c2cccnc21)NCc1ccc(F)cc1	-12	1%
O=C(Nc1nc2c(s1)CCCC2)c1ccccc1F	-5	2%
O=C(c1cc2ccc3cccnc3c2[nH]1)N1CCCCC1	-13	4%
CCCCC(=O)Nc1cc(C)c(O)c(-c2nc3ncccc3o2)c1	-10	1%
CCCCOc1cccc(C2c3c(oc4ccccc4c3=O)C(=O)N2c2ccccn2)c1 (configuration not stated)	9	5%

2 compounds drawn at random from those above:
SMILES	DRD3 agonist	GLP1R cytotox
O=C(Nc1nc2c(s1)CCCC2)c1ccccc1F	-5	2%
COc1ccc(OC)c(S(=O)(=O)NCc2ccc3c(c2)CCN3C(=O)c2cccc(C)c2)c1	3	-19%

Profiles from above.
Results for CCOc1ccccc1C(=O)Nc1cc(-c2nc3cccnc3s2)ccc1C = DRD3 agonist = -3; GLP1R cytotox = 9%
Results for COc1ccc(Cl)cc1NC(=O)c1cc(S(=O)(=O)NC2CCCCCC2)ccc1F = DRD3 agonist = -18; GLP1R cytotox = 0%
Results for O=c1cc(N2CCN(c3ccc(F)cc3)CC2)[nH]c(=O)n1-c1cccc(Br)c1 = DRD3 agonist = 1; GLP1R cytotox = -11%

Additional records follow:
SMILES	DRD3 agonist	GLP1R cytotox
CC(C)c1cnc2c(c1SCC(=O)NCc1ccccc1)c(=O)n(C)c(=O)n2C	6	21%
Cc1ccc(OCCSc2nc3ccccc3n2CCC(=O)O)cc1C	-1	1%
CC(C)CN(CCCNC(=O)c1cc(=O)[nH]c2ccc(S(=O)(=O)N3CCCC3)cc12)CC(C)C	-5	3%
COc1cc(Cl)c(C)cc1Nc1ncnc2c1nc1n2CCCC1	6	2%
CC1CCN(c2ncnc3c2c(-c2ccccc2)cn3-c2ccc(Br)cc2)CC1	-7	10%
CCC(=O)N1CCc2cc(Br)cc(S(=O)(=O)N3CCN(c4ccc(C(C)=O)cc4)CC3)c21	-6	-4%
O=C(Nc1ccc(Br)cc1)c1cccc(C(=O)Nc2ccc(Br)cc2)c1	7	-1%
Cc1cccc(S(=O)(=O)c2cn(Cc3ccccc3)c3cc(N4CCCCC4)c(F)cc3c2=O)c1	-10	-13%
CCOCCCN1C(=O)CN(C2CCCCCC2)C(=O)C1c1ccc(OC(C)C)c(OC)c1 (configuration not stated)	2	-5%
O=C(Cn1c(=O)n(Cc2ccc3c(c2)OCO3)c(=O)c2oc3ccccc3c21)Nc1ccccc1	6	19%
CCOc1ccc(C(c2c(O)cc(C)n(CCOC)c2=O)N2CCN(c3ccccc3)CC2)cc1 (configuration not stated)	-10	-4%
Cc1ccc(-c2nnc(Nc3ccc(O)cc3)c3ccccc23)cc1S(=O)(=O)N1CCCCC1	-5	13%
O=C(C1CCN(c2ncnc3c2nc2n3CCCCC2)CC1)N1CCN(c2ccccc2)CC1	12	-10%
COc1ccc(-c2cn3c(n2)sc2cc(C(=O)NCCCN4CCCCC4)ccc23)cc1	-6	-1%
COc1ccc(CCC(=O)NC2CC(=O)N(c3ccc(F)cc3)C2)cc1 (configuration not stated)	-17	12%
CCOc1ccc(/C=C/c2nc3ccccc3n2S(=O)(=O)c2cccc(Cl)c2)cc1	6	0%
CC(C)Oc1ccc(C(=O)N2CCC(c3nc4ccccc4o3)CC2)cc1	-6	-14%
CSc1ccc(/C=C/c2nc3ccccc3n2S(=O)(=O)c2ccc(F)c(C)c2)cc1	9	-10%
Cc1ccc(N2CC(NC(=O)c3ccc(S(=O)(=O)N4CCOCC4)cc3)CC2=O)cc1 (configuration not stated)	2	5%
COc1ccc(C(=O)Nc2ccc(-n3nncc3-c3ccc(OC)c(OC)c3)cc2)cc1	14	-10%
Cc1ccccc1NC(=O)c1ccc(F)c(S(=O)(=O)N2CCc3ccccc3C2)c1	2	4%
COc1cc(OC)c(NC(=O)C2CCN(C(=O)c3sc4nc[nH]c(=O)c4c3C)CC2)cc1Cl	8	?
Cc1ccc(OCC(=O)Nc2nc(-c3ccc(Br)cc3)ns2)cc1	9	2%
CCCCC(=O)Nc1nnc(S(=O)(=O)N(C)Cc2ccccc2)s1	5	1%
Cc1ccccc1OCC(=O)Nc1ccccc1OCc1cc(=O)n2ccccc2n1	1	6%

Taken from above:
Under GLP1R cytotox, `CCOc1ccc(/C=C/c2nc3ccccc3n2S(=O)(=O)c2cccc(Cl)c2)cc1` is entered as 0%
Under DRD3 agonist, `COc1cc(Cl)c(C)cc1Nc1ncnc2c1nc1n2CCCC1` is entered as 6
Under DRD3 agonist, `CC1CCN(c2ncnc3c2c(-c2ccccc2)cn3-c2ccc(Br)cc2)CC1` is entered as -7

More results follow.
SMILES	DRD3 agonist	GLP1R cytotox
COc1ccc(C(CC(=O)Nc2ccc(OC)c(OC)c2)N2Cc3ccccc3C2=O)cc1 (configuration not stated)	-15	-4%
COc1ccc(S(=O)(=O)N(Cc2nc(-c3ccc(C)cc3)no2)C2CCCCC2)cc1	-1	3%
Cc1ccc(CN(C(=O)COc2ccc(F)cc2)C2CCS(=O)(=O)C2)o1 (configuration not stated)	-8	-2%
Cc1ccccc1CNC(=O)C(C)n1nc(C)n2c(cc3occc32)c1=O (configuration not stated)	7	3%
COc1ccc(Cl)cc1NC(=O)CSC1=Nc2ccccc2C2=NC(CCC(=O)NCc3ccc(F)cc3)C(=O)N12 (configuration not stated)	-19	1%
COc1ccccc1CCNC(=O)C(=O)NCC(c1ccc2c(c1)OCO2)N1CCOCC1 (configuration not stated)	-11	8%
COc1cccc(C(=O)Nc2cccc(-c3nc4ncccn4c3C)c2)c1	-7	12%
COc1ccc(-c2onc(C)c2C)cc1S(=O)(=O)N1CCc2ccccc21	-1	-1%
O=S(=O)(NCCc1csc2nc(-c3ccc(F)cc3)nn12)c1ccc2c(c1)OCCO2	5	7%
CCN(c1ccccc1C)S(=O)(=O)c1ccc(N2CCCCS2(=O)=O)cc1	-15	7%
Cc1nc(SCC(=O)Nc2ccccc2F)[nH]c(=O)c1Cc1ccccc1	3	1%
Cc1oc2c(c(C)cc3oc(=O)c(CC(=O)NCc4ccc(F)cc4)c(C)c32)c1C	-5	-8%
Cc1ccc(NC(=O)Cn2c(=O)nc(-c3ccccc3)c3ccccc32)cc1F	5	6%
Cn1c(=O)c2ccccc2n2c(CCC(=O)N3CCN(c4cccc(Cl)c4)CC3)nnc12	2	3%
O=C(Cn1c(=O)c2cccn2c2cccnc21)NCc1ccccc1F	8	14%
COc1ccccc1CNC(=O)c1ccc(CN2CC(=O)N3CCCCC3C2=O)cc1 (configuration not stated)	-4	1%
NC(=O)C1CCN(S(=O)(=O)c2ccc(N3CCCCS3(=O)=O)cc2)CC1	-16	-1%
Cc1ccc(NC(=O)CN2C(=O)COc3ccc(S(=O)(=O)N4CCOCC4)cc32)c(Cl)c1	-4	-16%
COC(=O)c1cc2c(cc1NC(=O)c1cnn(-c3ccc(C)cc3)c1-n1cccc1)OCO2	-3	3%
Cn1c(=O)c2nc(SCC(=O)Nc3ccc(OC(F)(F)F)cc3)n(C)c2n(C)c1=O	7	-15%
COc1cc(NC(=O)c2noc3c2CSc2ccccc2-3)cc(OC)c1OC	-11	-17%
COc1ccc(OC)c(/C=C(\C#N)c2nc(-c3ccc(F)cc3)cs2)c1	9	15%
Cc1ccc(C(=O)N2CCc3cc(CNS(=O)(=O)c4cccs4)ccc32)cc1	5	-18%
COc1ccc(-c2nc(Cn3c(SCc4ccccc4F)nc4cccnc43)c(C)o2)cc1	1	3%
CCOC(=O)c1ccccc1NC(=O)CSc1nccn1Cc1ccco1	-2	8%
Cc1c(C(=O)OC2CCC(C)CC2)[nH]c2c1C(=O)CC(c1ccccc1Cl)C2 (configuration not stated)	3	-6%
Fc1ccccc1N1CCN(c2nnc(C(F)(F)F)c3nnn(Cc4ccccc4)c23)CC1	3	-3%
COc1ccc(Cl)cc1NC(=O)C1CCN(c2nnc(C)c3c(C)n(-c4ccccc4)nc23)CC1	-14	-7%

Some of the entries so far, with values under each structure:
Results follow in this order: DRD3 agonist	GLP1R cytotox
Cn1c(=O)c2nc(SCC(=O)Nc3ccc(OC(F)(F)F)cc3)n(C)c2n(C)c1=O
  7	-15%
COc1cc(NC(=O)c2noc3c2CSc2ccccc2-3)cc(OC)c1OC
  -11	-17%
COc1ccc(OC)c(/C=C(\C#N)c2nc(-c3ccc(F)cc3)cs2)c1
  9	15%
